# Screening data from PubChem BioAssay.
# MITF inh – MITF inhibitors, primary screen, biochemical, AlphaScreen, human; 650,000 compounds, 0.91% hits; Microphthalmia-associated transcription factor (Homo sapiens), O75030; inhibition, % at 2.6 µM; AlphaScreen MITF homodimerization, bead proximity signal; in the data active means inhibition above about 50%;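 further: 0% = vehicle wells with protein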
# FBW7 act – FBW7 E3 ligase activators, primary screen, biochemical, AlphaScreen, human | F-box/WD repeat-containing protein 7 (Homo sapiens), Q969H0 | AlphaScreen FBW7–phospho-cyclin E peptide binding, activator screen | normalized activity (activation), % at 26.1 µM | 650,000 compounds, 0.13% hits; in the data active means normalized activity above about 1.9%;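 further: purified mutant Fbw7 with reduced substrate affinity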
# Target sequence (Q969H0 whole entry, looked up): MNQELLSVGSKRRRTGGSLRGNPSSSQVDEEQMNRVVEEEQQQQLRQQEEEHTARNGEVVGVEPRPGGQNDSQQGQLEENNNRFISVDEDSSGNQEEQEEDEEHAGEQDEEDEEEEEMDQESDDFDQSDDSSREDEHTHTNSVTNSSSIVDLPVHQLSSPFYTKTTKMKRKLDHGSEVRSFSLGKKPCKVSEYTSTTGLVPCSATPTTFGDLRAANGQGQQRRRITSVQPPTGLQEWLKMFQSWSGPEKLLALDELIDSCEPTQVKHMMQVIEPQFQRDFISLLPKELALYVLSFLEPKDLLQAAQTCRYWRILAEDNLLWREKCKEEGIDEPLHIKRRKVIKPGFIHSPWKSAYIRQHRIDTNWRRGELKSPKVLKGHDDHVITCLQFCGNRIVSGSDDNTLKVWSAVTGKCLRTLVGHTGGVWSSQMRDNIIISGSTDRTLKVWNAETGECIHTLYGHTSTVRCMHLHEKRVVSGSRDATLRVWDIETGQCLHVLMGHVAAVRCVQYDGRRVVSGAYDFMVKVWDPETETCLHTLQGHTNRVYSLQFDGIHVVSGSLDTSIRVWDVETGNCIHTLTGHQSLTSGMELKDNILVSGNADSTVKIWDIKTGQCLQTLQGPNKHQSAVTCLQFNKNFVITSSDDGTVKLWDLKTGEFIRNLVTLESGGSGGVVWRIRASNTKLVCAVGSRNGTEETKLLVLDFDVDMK
# GPR151 ag – activators of human GPR151, primary screen, cell-based, PathHunter beta-arrestin, luminescence | 650,000 compounds, 1% hits | activation, % at 11.2 µM | PathHunter beta-arrestin GPR151 cells; in the data active means activation above about 4.9%;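 further: 0% = median of compound wells and 100% = cells with positive control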
# TEAD-YAP inh – TEAD-YAP interaction inhibition, primary screen, TEAD-YAP interaction inhibitor project, luminescence, HEK-TIYL cells; inhibition, % at 9.12 µM; AID 1259422, 2018; 640,000 compounds, 1.4% hits; TEAD-Gal4/YAP UAS-luciferase luminescence; in the data active means inhibition above about 32%;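 further: 0% = median of test compound wells and 100% = reference inhibitor wells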
# The depositor's hits bear a star; & = joins results of further samples.
SMILES,MITF inh,FBW7 act,GPR151 ag,TEAD-YAP inh
Cc1ccc(C(=O)N/N=C\c2ccccc2O)cn1,24.0,-0.7,-0.8,-7.8
O=C(CN1CCN(c2nc(-c3ccc(F)cc3)cs2)CC1)NC1CCCCC1,2.6,-0.2,4.3,-4.3
O=C(O)c1cccc(NS(=O)(=O)c2ccc(NC(=O)C3CCCCC3)cc2)c1,1.1,0.2,0.4,-10.4
COc1ccc(C2CC(=O)C3=C(C2)NC(C)=C(C(=O)OC(C)C)C3c2cccc(OC)c2OC)cc1OC (centres undefined),0.1,0.0,1.4,0.1
O=c1[nH]c(SCc2nc3ccccc3c(=O)n2-c2ccc(Cl)c(Cl)c2)nc2ccccc12,1.8,-0.1,0.6,-12.9
CCOc1ccc(N2C(=O)CC(N3CCN(c4ccccc4OC)CC3)C2=O)cc1 (centres undefined),6.8,0.3,-1.1,-0.7
c1ccc(OCCNc2nc(-c3csc4ccccc34)nc3nc[nH]c23)cc1,9.1,-0.1,-0.8,1.0
CCCOC(=O)CCCN1C(=O)/C(=C\c2ccco2)SC1=S,17.9,0.1,-2.1,-4.2
S=C(NCc1ccncc1)Nc1ccc(Cl)cc1,-4.8,-0.2,0.6,6.8
COc1cc2c(cc1OC)-c1cc3nc4ccccc4nc3n1C(C)(C)C2,-7.2&-19.8,0.8&0.0,-1.4&-0.2,0.6
Cc1ccc(N2C(=O)c3cc(N4CCOCC4)c([N+](=O)[O-])cc3C2=O)cc1,14.5,0.0,-0.9,2.8
CCc1ccc(C(=O)NCc2cccnc2)cc1,-6.4,0.0,2.2,-7.8
CC1(C)OC2OC(C(=O)Nc3cccc(C(F)(F)F)c3)C3OC(C)(C)OC3C2O1 (centres undefined),-1.0,0.2,0.3,2.4
O=C(Nc1cccc(Cl)c1)c1cc(S(=O)(=O)N2CCCCC2)ccc1F,24.1,0.1,-0.3,2.8
COc1ccc(Cl)cc1NC(=O)Cn1nnc(C(=O)NCc2ccc(F)cc2)c1N,-0.5,0.2,-0.1,8.8

# Structures listed so far that have an aryl methoxy group (four):
SMILES,MITF inh,FBW7 act,GPR151 ag,TEAD-YAP inh
COc1ccc(C2CC(=O)C3=C(C2)NC(C)=C(C(=O)OC(C)C)C3c2cccc(OC)c2OC)cc1OC (centres undefined),0.1,0.0,1.4,0.1
CCOc1ccc(N2C(=O)CC(N3CCN(c4ccccc4OC)CC3)C2=O)cc1 (centres undefined),6.8,0.3,-1.1,-0.7
COc1cc2c(cc1OC)-c1cc3nc4ccccc4nc3n1C(C)(C)C2,-7.2&-19.8,0.8&0.0,-1.4&-0.2,0.6
COc1ccc(Cl)cc1NC(=O)Cn1nnc(C(=O)NCc2ccc(F)cc2)c1N,-0.5,0.2,-0.1,8.8

# The list continues.
SMILES,MITF inh,FBW7 act,GPR151 ag,TEAD-YAP inh
CCC(=O)Nc1cccc(NC(=O)COc2ccc3ccccc3c2)c1,16.4,0.1,2.0,-59.6
CCOc1cc(Br)cc(/C=N/c2ncccc2O)c1O,3.4,0.6,-0.8,-1.2
COc1ccc(N2CCN(Cc3ccc(F)cc3F)C2=O)cc1,6.3,-0.2,0.5,-27.2
CCSC(=C(C#N)C#N)c1cc2c([nH]1)CCCC2,-7.5,-0.3,-0.5,17.4
CC(/C=C/C=C/c1ccccc1)=N\NC(=O)C(O)c1ccccc1 (centres undefined),2.3,0.0,1.9,-5.3
CCNS(=O)(=O)c1ccc(NS(C)(=O)=O)cc1,-2.6,-0.1,-0.9,-2.3
O=C(Nc1ccccc1)c1ccnc(Cl)c1,-5.7,0.0,2.5,-4.6
CN(C(=O)CCc1nnc(C2(c3ccc(Cl)cc3)CCC2)o1)C1CCOCC1,11.9,0.3,-0.6,-41.2
O=C(c1ccc(C(F)(F)F)cc1)C1CCCN(C(=O)c2cc[n+]([O-])cc2)C1 (centres undefined),10.2,0.4,0.3,5.7
C/C(=N\Nc1nc2ccccc2[nH]1)c1ccncc1,18.4,-0.1,-2.1,-11.7
Cc1ccc(Nc2nc3ccccc3n3cnnc23)cc1Cl,-3.7,0.3,0.7,-5.5
Cc1cccn2c(=O)c3cc(C(=O)N4CC=C(c5ccccc5)CC4)sc3nc12,8.0,0.2,-0.6,3.6
CCOC(=O)C1=C(C)NC(SC)=C(C#N)C1CC(C)C (centres undefined),2.1,0.1,-0.2,38.1*
CCOC(=O)c1ccc(NC(=O)N2CCN(c3ccccc3Cl)CC2)cc1,0.5,0.1,-0.6,-5.7
CCOc1ccc(NC(=O)C2=C(C)NC(=O)NC2c2ccc(Cl)cc2Cl)cc1 (centres undefined),-6.4,-0.1,-0.1,40.3*
O=C(Cn1cnc2ccccc2c1=O)Nc1ccccc1Br,10.7,0.2,-0.1,-0.3
O=C(NCc1ccc(F)cc1)C1CCCN1S(=O)(=O)c1cccc2nsnc12 (centres undefined),8.6,-0.6,-0.3,11.5
CCc1cccc(CC)c1NC(=O)CSc1nc2ccc(NC(=O)Cc3cccc4ccccc34)cc2s1,11.8,0.4,0.3,7.1
Cc1cc(C)c2sc(N(Cc3cccnc3)C(=O)Cc3ccccc3)nc2c1,-2.9,0.0,1.1,7.8
NC(=O)C1(N2CCCCC2)CCN(Cc2c(C(=O)N3CCCC3)nc3ccccn23)CC1,8.1,0.2,-1.2,-1.1
CCc1ccc2c(c1)NC(=O)C2(C)Cc1cccc(C(=O)OC)c1 (centres undefined),1.8,0.2,0.5,44.1*
O=C(NCCN1CCOCC1)c1cc(=O)[nH]c2ccc(Br)cc12,-4.7,0.0,0.3,1.2
O=C(Nc1ccc2c(c1)OCCO2)c1cccc(Cl)c1,9.9,0.3,-0.6,0.7
O=C(NCCc1nnc2n1CCN(Cc1ccc3cccnc3c1)CC2)c1ccc(F)cc1,-1.9,0.1,0.6,4.6
O=C(c1ccccc1)C(O)c1c[nH]c2ccccc12 (centres undefined),-4.6,0.1,0.2,6.1
CCc1c(C(=O)Nc2ccc(OC)cc2)[nH]c(C)c1C(C)=O,26.9,-0.1,2.1,-24.0
CC1CCN(C(c2cccc(F)c2)c2sc3ncnn3c2O)CC1 (centres undefined),20.3,0.0,-0.9,-0.2
Cc1noc(C)c1COC(=O)c1ccc(OCc2c(C)noc2C)cc1,5.6,0.1,0.6,2.0
CNC(=O)c1ccc(-c2cc(OC)c(OC)c(OC)c2)nc1NCC1CC1,-25.4,0.0,-0.9,6.8
OC(COCc1ccccc1)Cn1cnc2ccccc21 (centres undefined),1.5,0.2,1.8,-4.6

# One compound at a time, from the list above. Order of values: MITF inh, FBW7 act, GPR151 ag, TEAD-YAP inh
# `CCOC(=O)c1ccc(NC(=O)N2CCN(c3ccccc3Cl)CC2)cc1` is listed with 0.5, 0.1, -0.6, -5.7
# `CCNS(=O)(=O)c1ccc(NS(C)(=O)=O)cc1` is listed with -2.6, -0.1, -0.9, -2.3
# `CCOc1ccc(NC(=O)C2=C(C)NC(=O)NC2c2ccc(Cl)cc2Cl)cc1` (centres undefined) is listed with -6.4, -0.1, -0.1, 40.3*
# `C/C(=N\Nc1nc2ccccc2[nH]1)c1ccncc1` is listed with 18.4, -0.1, -2.1, -11.7

# Another view of three compounds above:
# Value order: MITF inh | FBW7 act | GPR151 ag | TEAD-YAP inh
CCc1cccc(CC)c1NC(=O)CSc1nc2ccc(NC(=O)Cc3cccc4ccccc34)cc2s1
→ 11.8 | 0.4 | 0.3 | 7.1
Cc1cc(C)c2sc(N(Cc3cccnc3)C(=O)Cc3ccccc3)nc2c1
→ -2.9 | 0.0 | 1.1 | 7.8
CCc1c(C(=O)Nc2ccc(OC)cc2)[nH]c(C)c1C(C)=O
→ 26.9 | -0.1 | 2.1 | -24.0

# (more compounds)
SMILES,MITF inh,FBW7 act,GPR151 ag,TEAD-YAP inh
N#C/C(=C\c1ccc(F)cc1)c1nc(-c2ccccc2)cs1,8.6,0.2,-0.2,5.5
CCOC(=O)CCNC(=O)N1CCn2cccc2C1c1ccc(F)cc1 (centres undefined),-2.0,-0.1,2.3,4.5
NC(=O)c1ccc(N2CCN(C(c3ccccc3)c3ccccc3)CC2)nc1,5.5,-0.1,2.0,5.7
CC1(C)CC(=O)C2=C(C1)NC(=O)CC2c1ccc(F)c(F)c1 (centres undefined),15.9,0.1,0.7,1.6
Cc1[nH]c(=O)[nH]c(=O)c1CO,8.7&-0.2,-0.1&-0.1,-0.9&1.5,7.9&15.6
COc1cc(CN(C(=O)c2cncs2)C2CCCC2)cc(OC)c1OCC1CCCO1 (centres undefined),6.7,0.3,-1.0,-10.6
Cc1cccn2cc(CNS(=O)(=O)c3ccc4ccccc4c3)nc12,-11.9,0.1,1.7,-1.2
CCc1ccccc1NC(=O)c1ccc(CNc2c(N3CCCC3)c(=O)c2=O)cc1,-1.1,0.0,1.2,3.1
Cc1cn2c(=O)c(C(=O)NC(c3ccccc3)C(F)(F)F)cnc2s1 (centres undefined),16.5,0.3,1.5,5.4
O=C(NC1CCCC1)C1(c2ccccc2)CCN(S(=O)(=O)c2ccccc2)CC1,1.3,0.0,-0.9,-1.3
COc1cccc(C2CC(c3ccc(Cl)cc3)=NC(c3ccc(Cl)cc3Cl)N2)c1O (centres undefined),1.2,0.0,-0.7,-23.5
O=C(NCCc1ccccc1)C(=O)NCC(c1ccco1)N1CCOCC1 (centres undefined),-3.8,0.3,2.6,-11.2
O=C(CSc1nc2ccc([N+](=O)[O-])cc2[nH]1)NCCC12CC3CC(CC(C3)C1)C2,-3.0,0.1,-0.7,5.1
C[C@H](NC(N)=O)C(=O)Nc1cccc(C(F)(F)F)c1,13.5,0.1,1.9,-7.9
CC(=O)Nc1cccc(NC(=O)CSc2nnc3c(n2)[nH]c2ccc(F)cc23)c1,9.2,0.2,-0.8,-6.7
C=CCc1cc(OC)ccc1OCCCNCCCOC,15.0,0.2,-1.4,3.3
CCN1CCN(C(c2cccs2)C(C)NC(=O)c2ccc(Cl)cc2)CC1 (centres undefined),-1.8,0.0,1.2,-8.7
COc1ccc(C2C(C(=O)OC(C)C)=C(C)NC3=C2C(=O)CC(c2ccccc2)C3)cc1OC (centres undefined),5.6,1.6,-1.1,1.2
CC12C=CC3(CN(Cc4ccccc4)C(=O)C3C1C(=O)NCc1cccnc1)O2 (centres undefined),16.7,-0.1,1.5,-3.0
O=[N+]([O-])c1cccc(CSc2nc3ccccc3n2S(=O)(=O)c2ccccc2)c1,-2.2,-0.2,1.8,-5.0
O=C(NCc1ccccn1)Nc1ccc([N+](=O)[O-])cc1,-5.2,0.0,-1.1,-13.8
CC1=CN2C(=NC(=O)CC2(C)C(=O)N(CC(=O)NCc2cccs2)C2CCCC2)C=C1 (centres undefined),10.3,0.0,0.4,0.3
N#C/C(=C\c1ccc(-c2cccc(Cl)c2)o1)C(N)=S,19.3,0.2,-0.2,16.2
CCc1ccc(OCC(=O)Nc2ccc(NC(C)=O)cc2)cc1,15.9,0.3,0.0,-3.9
O=C(OCc1ccc([N+](=O)[O-])cc1Cl)c1cc2ccccc2oc1=O,13.2,0.3,-0.3,0.9
Cc1cc2nc(Cc3ccc(Cl)cc3Cl)c(=O)[nH]c2cc1C,11.4,0.1,-1.1,9.2
Cc1cccc(OCC(=O)Nc2cc(-c3nc4cc(C)ccc4o3)ccc2Cl)c1,-12.3,0.3,-0.7,-18.7
O=C1NC(=S)N/C1=C\c1ccccc1,0.4,0.1,-0.2,6.9
Clc1ccc(CN2CCN(Cc3ccc(Cl)cc3)C2c2cccc(Br)c2)cc1,-5.0,0.1,-0.7,2.9
O=S(=O)(Nc1ccncc1)c1ccc(Cl)c2ccccc12,5.4,0.1,-0.6,9.7
CC(C)(C)c1ccc(C(=O)NCC(=O)N/N=C/c2ccccc2OCC(=O)O)cc1,-2.6,-0.1,1.2,-1.2
Cc1ccc(Nc2nc(Cc3ccccc3)nc3sc4c(c23)CCCC4)cc1F,-3.1,-0.2,0.7,2.6
CCOC(=O)c1sc(NC(=O)c2nn(CC)cc2Br)c(C#N)c1C,2.8,-0.2,0.2,6.7
